Compound activity (PubChem BioAssay)
ABCB6 inh MLPCN – human ABCB6 transporter inhibition. fluorescence ratio to DMSO, % at 10 µM. AID 602162. 360,000 compounds, 0.19% hits. K562-ABCB6 porphyrin accumulation, flow cytometry, 1 h; active compounds read low. Q9NP58;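 active = fluorescence ratio to DMSO below 75%, the collection mean minus 3 SD; inconclusive = too few cells collected in the well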;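 note: signal is porphyrin accumulated inside mitochondria; 100% equals median channel fluorescence of DMSO control wells; lower ratio means ABCB6 inhibition with less porphyrin fluorescence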
MC4R barr agon – agonists of human melanocortin 4 receptor (MC4R) beta-arrestin; U2OS MC4R beta-arrestin complementation, luminescence; percent of melanotan II response, DMSO zero; P32245; 360,000 compounds, 0.98% hits; activation, % at 8.9 µM;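 active = activation above a per-plate cutoff, the mean activation of sample wells on that plate plus 3 SD, cut at about 8% in these data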
CaV13 ICDI inh – Disruptors of the CACNA1D IQ motif to Ca2+-dependent inactivation inhibitor domain association, primary screening, Förster resonance energy transfer in intact living …; HEK cells, CFP/YFP FRET ICDI-IQ, plate reader, 10 min; percent FRET-ratio fall versus neutral wells; inhibition, % at 12.3 µM; 340,000 compounds, 0.098% hits;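 active = mean replicate inhibition of at least 30% and at least 1% of replicates passing that level; inconclusive = only one of the two criteria is met; inactive = neither criterion is met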;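 note: 0% = median of the neutral control wells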
m5-HT2A agonist – agonists of mouse serotonin 5-HT2A receptor (HTR2A); P35363; CHO-K1 mHTR2A beta-arrestin complementation, luminescence; percent of 30 µM serotonin response; activation, % at 7.6 µM; 360,000 compounds, 0.66% hits; AID 624169;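 active = activation above a run cutoff, the mean activation of all tested compounds plus 3 SD, cut at about 14% in these data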;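 note: 0% = plate median of compound wells and 100% = 30 µM serotonin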
Target sequence (P35363 whole entry, looked up): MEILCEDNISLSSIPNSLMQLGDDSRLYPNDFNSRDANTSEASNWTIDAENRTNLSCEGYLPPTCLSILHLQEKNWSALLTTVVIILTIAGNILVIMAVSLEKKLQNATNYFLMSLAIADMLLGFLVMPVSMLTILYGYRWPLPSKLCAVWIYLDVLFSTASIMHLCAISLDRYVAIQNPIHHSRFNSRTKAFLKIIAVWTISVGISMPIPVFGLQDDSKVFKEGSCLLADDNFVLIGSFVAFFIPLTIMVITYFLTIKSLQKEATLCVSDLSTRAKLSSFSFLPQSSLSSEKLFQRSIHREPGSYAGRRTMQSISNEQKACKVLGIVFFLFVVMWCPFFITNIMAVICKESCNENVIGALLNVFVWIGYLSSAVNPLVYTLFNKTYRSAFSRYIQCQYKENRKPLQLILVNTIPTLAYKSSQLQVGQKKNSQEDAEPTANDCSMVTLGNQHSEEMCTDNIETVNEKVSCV
aDG glyco act – alpha-DG glycosylation activation; Pro5-aDG cells, alpha-DG glycosylation AlphaScreen (IIH6); 0% Pro5, 100% B10-LARGE cell signal; activation, % at 10 µM; 360,000 compounds, 0.22% hits;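 active = activation of at least 8% versus controls, or a plate z-score of at least 8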;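 note: Pro5 are CHO cells carrying HIG-tagged alpha-DG that lacks glycosylation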
H9c2 protect – modulators protecting cardiomyocytes from myocardial damage. H9c2 cardiomyocytes, H2O2 injury protection, ATPLite, 2 h. protection from H2O2 cell death, % at 20 µM. 360,000 compounds, 0.63% hits. AID 588492;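 active = compounds giving at least 50% protection of heart cells from peroxide-induced death in the single-dose screen, raw or plate-pattern-corrected value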;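 note: 0% = DMSO wells with peroxide and 100% = DMSO wells without peroxide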
PDI turbidity – inhibitors of human protein disulfide isomerase; AID 588391; inhibition, % at 10 µM; PDI insulin aggregation turbidity, A650, 90 min; 350,000 compounds, 0.052% hits;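 active = mean inhibition across replicates of 30% or more, whatever share of single replicates reach that level; inconclusive = mean inhibition below 30% while every single replicate reaches 30%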;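 note: absorbance from insulin aggregation driven by PDI reduction with DTT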
Target sequence (P07237 whole entry, looked up): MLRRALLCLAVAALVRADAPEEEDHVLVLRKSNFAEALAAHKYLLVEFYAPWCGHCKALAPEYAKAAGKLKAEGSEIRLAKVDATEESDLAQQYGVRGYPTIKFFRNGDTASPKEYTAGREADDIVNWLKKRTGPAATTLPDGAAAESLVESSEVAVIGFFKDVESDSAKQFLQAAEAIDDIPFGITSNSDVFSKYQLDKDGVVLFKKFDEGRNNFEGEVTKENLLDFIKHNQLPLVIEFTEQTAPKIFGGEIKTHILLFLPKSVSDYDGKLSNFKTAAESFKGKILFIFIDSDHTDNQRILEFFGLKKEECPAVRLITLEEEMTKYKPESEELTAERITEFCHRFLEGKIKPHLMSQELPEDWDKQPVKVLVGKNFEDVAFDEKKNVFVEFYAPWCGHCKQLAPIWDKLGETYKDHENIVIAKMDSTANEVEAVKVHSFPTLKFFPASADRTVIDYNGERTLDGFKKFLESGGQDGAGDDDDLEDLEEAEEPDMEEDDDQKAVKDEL
Vif imaging – blocks HIV Vif function; HEK293T cells, Vif self-association by quenched fluorescence, imaging, 24 h; inhibition, % at 7.49 µM; 340,000 compounds, 0.35% hits; AID 602346; in the data active = inhibition above about 50%, passing the limit was not always enough; inconclusive = no clear call, values can overlap the other calls; inactive = below about 31%; note: some results filed as inactive read as strong as hits
N-glyco inh – N-linked glycosylation inhibition; D54 ERlucT glycosylation luciferase reporter, 24 h; percent of 100 nM tunicamycin response; reporter increase, % at 12.5 µM; 360,000 compounds, 0.23% hits;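 active = mean luciferase reporter signal, scaled so untreated is 0 and the glycosylation-blocking control 100, at or above a set limit in every replicate; inconclusive = mean reaches the limit but not every replicate does; inactive = mean below the limit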;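 note: luciferase carries N-glycosylation sites so blocking glycosylation raises the light; 0% = median of neutral control wells and 100% = median of 100 nM tunicamycin wells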
MC4R antagonist – antagonists of human melanocortin 4 receptor (MC4R); MC4R-expressing cells, MTII-stimulated cAMP, LANCE TR-FRET; inhibition, % at 6.5 µM; AID 540295; 360,000 compounds, 0.48% hits;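 active = inhibition above its plate's cutoff, the mean of tested wells on that plate plus 3 SD, cut at about 29% in these data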;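 note: 0% = Melanotan II alone and 100% = Melanotan II plus saturating MCL0020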
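material = U2OS cells stably expressing human melanocortin 4 receptor (MC4R) | also added = Melanotan II challenge | dosing = single nominal compound dose of 6.5 µM | detection = TR-FRET with Eu-cAMP and labeled anti-cAMP, 671 nm | replication = singlicate | timing = compound 30 min, challenge 1 h, detection 1 h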
Active calls of the source: *; i = inactive; ? = inconclusive; nt = no result given. Outcome played no part in choosing rows. Share with any hit: about 3.6%.

Structure,ABCB6 inh MLPCN,MC4R barr agon,CaV13 ICDI inh,m5-HT2A agonist,aDG glyco act,H9c2 protect,PDI turbidity,Vif imaging,N-glyco inh,MC4R antagonist
CCCC[C@@H]1CNC(=O)C(=O)N1CCCc1cc(OC)c(OC)c(OC)c1,102,-0.1,-10,3,-0.2,-2,3,nt,1,10
COc1ccccc1Cc1c(C2CCCCC2)nc2cc(C)c(Br)c(C)n12,126,nt,-5,-3,0.2,nt,nt,nt,nt,nt
Cc1c(CN2CCc3c([nH]c4ccccc34)C2C2CCCCC2)cnn1C (centres undefined),106,0.9,-7,-3,0.7,3,5,6,-1,-5
COc1ccc(C2NC(=O)NC(O)(C(F)(F)F)C2C(=O)c2ccc(F)cc2)cc1 (centres undefined),94,-1.2,nt,-1,0.1,1,-8,?,2,1
O=S1(=O)CCN(Cc2ccc(Cl)cc2)CC1,99,-0.2,-1,-5,0.1,-7,-1,4,1,7
C/C(=N\NC(=O)CSc1nnc(C)s1)c1ccc(O)cc1,100,-2.4,-3,-1,-0.3,-1,-4,-11,0,-5
Cc1sc(NC(=O)CCC(=O)O)c(C#N)c1C,100,-3.6,0,3,0.3,5,1,1,3,0
COc1ccc(-c2sc3ccccc3c2-c2ccc(O)cc2)cc1,95,0.4,-4,2,0.0,-23,2,-5,-1,7
Cc1nc2cc(NC(=O)c3ccc(S(=O)(=O)N(C)c4ccccc4)cc3)ccc2o1,92,1.7,-7,-3,-0.1,-11,0,-11,-3,19
CC1(C)Cc2c(sc(NC(=O)Cc3ccccc3)c2C#N)CO1,105,0.9,-5,-2,-0.1,10,-7,26,4,0
Clc1ccc(N2N=C(c3cccs3)CC2c2ccco2)cc1 (centres undefined),100,0.5,8,-7,1.6,-17,4,-6,-4,1
O=C(OCc1cc(=O)n2c(n1)sc1ccccc12)c1ccc2c(=O)n3c(nc2c1)CCC3,94,-0.7,-5,3,-0.3,8,1,5,3,9
CCOC(=O)c1ccc(N2CN=C3SCC(=O)N3C2)cc1,99,0.2,-5,10,-0.2,-3,2,1,5,14
Cc1cc(C)n2[nH]c(=O)c(N=Nc3cccc(Cl)c3)c2n1,104,-1.3,-5,5,-0.3,5,-9,1,1,2
COc1ccc(NC(=O)CSCC(=O)N(C)CC(=O)Nc2c(C)cccc2C)cc1,101,-1.7,-6,2,-0.2,6,1,?,3,2
Cc1ccc2c(c1)[nH]c1c(N3CCN(Cc4ccccc4)CC3)ncnc12,90,2.0,-5,-1,4.2,-21,5,-18,9,7
O=C(CC1CCCC1)N1CCCC(Nc2cccc(F)c2)C1 (centres undefined),98,-3.8,-7,-5,0.1,0,12,6,1,-2
O=C(NNS(=O)(=O)c1ccc2ccccc2c1)C1CCN(Cc2ccccc2)CC1,102,-1.2,-4,-4,0.3,0,3,9,-1,2
NS(=O)(=O)c1ccc(NCC2COc3ccccc3O2)c([N+](=O)[O-])c1 (centres undefined),100,1.8,-3,2,0.0,10,4,0,-5,9
CC1(C)CC[C@]2(C(=O)n3ccnc3)CC[C@]3(C)[C@H](C(=O)C=C4[C@@]5(C)C=C(C#N)C(=O)C(C)(C)[C@@H]5CC[C@]43C)[C@@H]2C1,103,0.4,-3,3,-0.4,-18,-9,25,-21,9
c1ccc(CN2CCc3[nH]c4ccccc4c3C2)cc1,110,-0.6,-8,-8,0.2,-2,-1,10,0,-6
CCc1nc2ccc(C(=O)NCCNC(C)=O)cn2c1N(C)Cc1ccc(OC)cc1,95,-0.4,-5,6,0.0,3,-2,2,0,-6
Cc1cc(C)n(-c2nc(NCCCN(C)C)c3c4c(sc3n2)COC(C)(C)C4)n1,97,-0.1,-4,-1,0.2,10,-7,9,-4,13
CSc1ccc(C#N)cc1NC(=O)c1ccc(Cl)cc1,75,0.9,nt,0,0.0,-7,-5,0,-2,2
O=C(N/N=C/c1cccs1)c1n[nH]c2c1CCCC2,94,-0.7,-2,-3,-0.1,-19,0,4,-19,0
CCOC(=O)[C@H]1[C@H]2COc3ccc(Cl)cc3[C@@H]2N2C(=O)c3cc(C)ccc3NC(=O)[C@@]12C,99,-0.1,-5,10,-0.2,27,-6,-2,-2,0
CCCCOc1ccc(Nc2nc(C)cc(C)c2C#N)cc1,102,0.6,nt,-1,0.6,-5,-2,nt,0,4
COc1cc(C(=O)Nc2cc(S(=O)(=O)N3CCOCC3)ccc2N2CCOCC2)ccc1OC(F)F,96,-0.1,-2,3,0.0,-1,-4,-5,1,4
O=C(Cn1cnc2c(OCc3ccccc3)ncnc21)N1CCN(c2ccccn2)CC1,104,0.0,-3,1,0.1,4,0,3,-1,-2
CCCc1ccc(NS(=O)(=O)c2c(C)oc(C)c2C(=O)OC)cc1,101,1.8,-15,-5,0.3,-11,-1,-2,-4,-5
COc1cc(C2C(C(=O)C(C)(C)C)=C(O)C(=O)N2Cc2ccccc2)ccc1O (centres undefined),102,0.3,-6,1,0.5,-3,-2,4,2,2
CSc1nc2c(c(=O)[nH]c(=O)n2C)n1Cc1ccccc1Cl,95,-1.1,-5,-5,0.1,11,6,-9,-2,1
FC(F)(F)c1ccccc1Cc1c(-c2ccco2)nc2ccc(Cl)cn12,97,nt,-6,-8,-0.2,0,nt,nt,-3,nt
CC(=O)c1ccccc1OCCOc1ncnc2sccc12,103,-1.4,-3,-2,0.0,9,5,10,0,8
Cc1cc(C(=O)Nc2ncn[nH]2)ccc1[N+](=O)[O-],97,-1.0,-5,5,-0.1,5,-1,-3,1,-4
COC(=O)c1cc(NC(=O)c2c(-c3c(Cl)cccc3Cl)noc2C)ccc1N1CCOCC1,101,-1.5,1,-8,0.1,9,-2,11,3,6
COc1ccc(S(N)(=O)=O)cc1C(=O)OCCCOc1ccc(F)cc1,95,0.1,-19,-12,-0.1,-4,-8,-2,0,7
Cc1ccc(-c2cnc3ccccc3n2)cc1C,91,0.0,-5,4,-0.2,-14,1,-5,-19,-6
CCOC(=O)CSC1=C(C#N)C(=O)NC(c2ccc(OC)c(OC)c2)S1 (centres undefined),105,-2.2,-3,2,0.0,5,2,?,-1,2
COc1cc(/C=C/CNC[C@H]2O[C@@H](n3ccc(N)nc3=O)[C@H](O)[C@@H]2O)ccc1O,103,-0.3,-3,0,-0.1,-3,5,nt,1,-4
O=C(Nc1ccccc1Cl)c1ccc2c(=O)n3c(nc2c1)CCC3,105,0.2,-5,-11,-0.3,0,-8,1,-5,4
Cc1cccn2c(=O)c3cc(S(=O)(=O)c4ccc(F)cc4)c(=N)n(Cc4ccco4)c3nc12,95,-0.1,28,-4,-0.1,12,18,4,0,-13
CN1CCN(C(=O)C2Cc3c(-c4cccc(F)c4)ccnc3O2)CC1 (centres undefined),94,-0.6,-13,0,-0.3,0,1,-11,-2,0
CN(C)S(=O)(=O)c1ccc(C(=O)Nc2nnc(-c3ccco3)o2)cc1,96,-2.9,-2,5,-0.9,8,6,18,2,-2
CC(C)=CCCC1=CCC(/C=N/NC(N)=O)C(C)C1 (centres undefined),100,-0.9,-5,7,-0.1,-16,11,5,1,16
CCCCC(NC(=O)COc1cc2c(c3oc(=O)cc(C)c13)CCC(C)(C)O2)C(=O)O (centres undefined),97,-0.5,-20,0,-0.2,-3,-7,-1,1,-7
COC(=O)CCC(=O)NC(=S)Nc1ccc(S(=O)(=O)N2CCCC2)cc1,101,-2.3,2,-2,0.2,0,-7,-5,1,10
Cc1ccccc1OCC(=O)OCC(=O)c1ccc(OC(=O)c2ccccc2)cc1,44*,2.9,-10,0,0.2,-6,0,16,1,-4
COc1ccc(NC(=O)N/C=C/c2ccc(Cl)cc2)cc1,101,-3.5,-3,-1,-0.6,-10,-7,5,-1,1
O=C1NC(Cc2ccccc2)c2nc3ccc(Br)cc3c(=O)n2-c2cc3ccccc3cc21 (centres undefined),97,-0.1,-5,-2,-0.2,-7,-10,-1,2,-2
Cc1ccc(S(=O)(=O)N2CCN(C(=O)CN3CCOCC3)C2c2ccccc2)cc1 (centres undefined),105,2.2,-5,0,-0.1,10,-5,-13,1,0
Cc1ccc(C2=NC(C(F)(F)F)(C(F)(F)F)c3c(n(-c4ccc(F)cc4)c(=O)[nH]c3=O)N2)cc1,102,-0.4,-7,3,0.6,-19,-7,-19,0,-2
O=C(COc1ccccc1)OCC(=O)c1ccc(O)cc1O,96,1.1,-1,-7,-0.3,0,-6,1,-1,0
COc1ccc2c(c1OC)C(=O)N1c3cccc(Cl)c3C(=O)OC21 (centres undefined),99,0.9,-8,6,0.0,-2,-3,5,1,3
COc1cc2c(cc1OC)CN(C(=O)COc1ccc(C)c(C)c1)CC2,101,0.3,-4,1,-0.3,4,-7,9,0,0
Cc1cc2c(cc(C(=O)OCC(=O)NC3CCCCC3)n2C)o1,105,1.4,-6,3,-0.5,-5,10,-5,1,3
O=C(COc1ccccc1)Nc1c2c(nn1-c1ccccc1)CS(=O)(=O)C2,108,-1.3,-4,0,0.0,4,-6,-7,0,5
Cc1ccc(CC(NC(=O)c2ccccc2)C(=O)NCC(=O)O)cc1 (centres undefined),100,-0.8,-10,-4,0.1,1,2,7,1,6
N#CCCN(Cc1cccnc1)C(=O)c1ccc(S(=O)(=O)N2CCOCC2)cc1,95,-0.1,-2,6,-0.1,16,-5,7,-1,5
O=C(CC(Nc1cccc(Cl)c1Cl)C(=O)OCC(=O)c1cccs1)c1ccccc1 (centres undefined),96,-2.5,-4,0,0.0,-6,-6,nt,0,-4

The results go on.
Structure,ABCB6 inh MLPCN,MC4R barr agon,CaV13 ICDI inh,m5-HT2A agonist,aDG glyco act,H9c2 protect,PDI turbidity,Vif imaging,N-glyco inh,MC4R antagonist
OCCn1cnc2c(SCc3ccccc3)ncnc21,94,-1.8,-9,0,0.1,2,-2,20,-8,10
COc1ccccc1Nc1nc2nonc2nc1N1CCC(C)CC1,103,1.5,-3,4,-0.2,3,-5,1,-4,10
COc1ccc(C(=O)NC(C(=O)NCC(=O)Nc2c(C)cccc2C)C(C)C)cc1 (centres undefined),102,-0.5,2,-1,-0.4,-12,-8,2,-2,8
CC(=O)Nc1ccc(S(=O)(=O)Nc2ccc3nc(C)sc3c2)cc1,96,0.5,-8,6,1.0,-19,-2,-11,-2,16
CCCN(CCC)c1nc2c(C)cccn2c(=O)c1/C=C1/SC(=S)N(Cc2ccco2)C1=O,i,-0.7,nt,4,-0.2,0,-2,146*,-5,10
N#Cc1ccccc1NC(=O)CN1CCN(c2ccccn2)CC1,99,-0.4,-19,2,0.0,4,-21,nt,1,9
C=CCn1c(SCCNC(C)=O)nc2cc(-c3ccccc3)sc2c1=O,101,1.2,-6,12,0.2,3,3,-7,-1,14
